# Screening data as filed in PubChem BioAssay.
# CRFBP-R2 agonist = CRF-BP/CRF-R2 complex agonism; hit rate 0.46% among 350,000; HEK293 CRF-R2/CRF-BP, calcium dye fluorescence (FLIPR); percent of saturating CRF peptide response; AID 588473; activation, % at 13.2 µM;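 active = activation of at least 50%, plus an integration ratio under a set limit after plate pattern correction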;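 also: plate controls were neutral control wells without compound for no effect and CRF at EC100 for full effect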
# IDE inh = inhibits human insulin-degrading enzyme in HEK cells. hit rate 0.41% among 320,000. inhibition, % at 5.59 µM. FAbetaB cleavage, fluorescence polarization. P14735;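 active = percent inhibition above the average of all tested compounds plus 3 SD, set per screening campaign, cut at about 16% in these data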;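 also: IDE supplied by intact live HEK cells; FP after avidin binding of uncleaved biotin substrate so inhibition keeps polarization high; 0% = DMSO wells and 100% = 60 µM reference IDE inhibitor Ii1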
# GalR3 antag = antagonists of human GalR3; O60755; HEK293 GalR3-CNG cAMP membrane potential fluorescence; galR3 body fused to GalR1 C-terminus; inhibition, % at 3 µM; hit rate 0.44% among 360,000; AID 651719;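 active = inhibition above the screen-wide average plus 3 SD, cut at about 13% in these data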;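 also: forskolin and galanin both at EC90 stimulate the cells; cAMP rise reported by CNG channel membrane potential dye signal; 0% = forskolin plus galanin with DMSO and 100% = forskolin alone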
# Target sequence (O60755 1-299 limits assumed): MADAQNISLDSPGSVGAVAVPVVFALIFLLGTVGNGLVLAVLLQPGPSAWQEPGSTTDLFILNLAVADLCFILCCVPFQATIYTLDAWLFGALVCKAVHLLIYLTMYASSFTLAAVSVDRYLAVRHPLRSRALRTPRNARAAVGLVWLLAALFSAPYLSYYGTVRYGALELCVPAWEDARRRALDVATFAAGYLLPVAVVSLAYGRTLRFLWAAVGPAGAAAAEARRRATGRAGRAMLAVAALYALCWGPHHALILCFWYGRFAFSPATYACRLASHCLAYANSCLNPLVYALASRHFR
# CRFR2-BP antag = CRF-BP/CRF-R2 complex antagonism. hit rate 0.59% among 350,000. HEK293 CRF-R2/CRF-BP, CRF-induced calcium fluorescence. inhibition, % at 11.8 µM. AID 588475;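 active = inhibition of the ligand-induced calcium signal above about 50% at the single tested concentration, limit read from the data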
# IDE act = IDE (human) activation, cell-based; activation, % at 5.96 µM; hit rate 0.073% among 340,000; HEK cells, FAbeta-B cleavage, fluorescence polarization; 0% vehicle, 100% cell-free pure enzyme wells; AID 493087;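 active = activation above the mean of all tested compounds plus 3 SD, set per screening campaign, cut at about 17% in these data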
# PHOSPHO1 block = inhibitors of human PHOSPHO1 phosphatase. Q8TCT1. recombinant PHOSPHO1, absorbance phosphatase assay. inhibition, % at 13.3 µM. hit rate 1.1% among 290,000. AID 1565; in the data active = inhibition above about 60%
# Target sequence (Q8TCT1 whole entry, looked up): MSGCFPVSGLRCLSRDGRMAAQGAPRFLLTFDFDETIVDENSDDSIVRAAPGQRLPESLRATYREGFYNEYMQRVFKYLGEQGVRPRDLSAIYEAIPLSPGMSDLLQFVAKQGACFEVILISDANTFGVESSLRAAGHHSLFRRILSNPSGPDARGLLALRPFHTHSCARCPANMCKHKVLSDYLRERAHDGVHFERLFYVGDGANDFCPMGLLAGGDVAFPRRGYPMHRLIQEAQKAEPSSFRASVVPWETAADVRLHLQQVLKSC
# p-CIP stab down = compounds decreasing mouse p/CIP protein stability; Q05BA5; F442A p/CIP-EGFP cells, EGFP fluorescence, 16 h; decrease of EGFP signal, % at 10 µM; hit rate 0.01% among 290,000; AID 1984;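 active = EGFP signal decrease of at least 30% at 10 µM or well 3 SD below plate mean, unless failing retest; inactive = the rest, including hits failing retest or dose response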; also: some compounds called inactive have numbers as strong as hits; many of its hits are not listed in these tables
# CHRM4 PAM = potentiates acetylcholine response at human M4 receptor. hit rate 0.4% among 360,000. CHO-K1 hM4/Gqi5, Fluo-8 calcium fluorescence, ACh EC20; 0% = ACh EC20, 100% = maximal ACh. AID 624126. activation, % at 3 µM. P08173;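 active = activation above its plate's cutoff, the mean activation of sample wells plus 3 SD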; also: some results filed as inactive read as strong as hits
# MEKK3 PB1 HTS = modulators (inhibitors or enhancers) of MEK5 binding to human MEKK3 PB1 domain; Q99759; bead-based flow cytometry, Alexa488-MEK5 binding to MEKK3; actives lie on both sides; 0 = blocked by unlabeled MEK5, 100 = vehicle; binding response (% of control), % at 10 µM; hit rate 1.4% among 290,000;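 active = binding response more than 3 SD above or below the average of its plate-row segment, actives on both sides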;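 also: Alexa488 bead fluorescence after subtracting the streptavidin-only scavenger bead signal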
# * = called active by the depositor; x = no result given.
1: CC(OC(=O)c1ccccc1N1C(=O)C2C3CCC(C3)C2C1=O)C(=O)c1ccccc1 (stereo unspecified)
2: CC(C)(C)C(=O)Nc1ncccc1C(O)c1cccc(C(F)(F)F)c1 (stereo unspecified)
3: CCC(C)NC(=O)Nc1ccccc1F (stereo unspecified)
4: CCN(CC)S(=O)(=O)c1cccc(C(=O)N2CCCc3ccccc32)c1
5: CC(=O)c1cccc(NC(=O)N2CCCC2C(=O)Nc2ccccc2C)c1 (stereo unspecified)
6: CC1CC(C)CN(C(=O)c2ccc(C(=O)c3ccccc3)cc2)C1 (stereo unspecified)
7: O=C(NCc1ccccc1)C1(C(F)(F)F)CC(CCCO)CCCO1 (stereo unspecified)
8: Cc1cc(C)nc(NS(=O)(=O)c2ccc(NC(=O)Cc3ccccc3)cc2)n1
9: Cn1c(CNc2nc(-c3ccccc3)cs2)nnc1SCC(=O)N1CCc2ccccc21
10: COc1ccc(-c2noc(=O)n2CC(=O)N2CCC(Cc3ccccc3)CC2)cc1

Compound | 1 | 2 | 3 | 4 | 5 | 6 | 7 | 8 | 9 | 10
CRFBP-R2 agonist | -1.8 | 2.9 | -4.0 | -0.1 | 0.9 | 0.0 | -0.8 | -2.2 | -0.1 | -1.3
IDE inh | 4 | -1 | -2 | x | 2 | -5 | 0 | 2 | 11 | 3
GalR3 antag | 2 | 0 | -2 | -8 | -4 | -2 | -4 | -1 | -1 | -5
CRFR2-BP antag | 3 | -10 | 20 | 10 | -2 | 9 | -2 | 6 | -10 | -6
IDE act | 4 | 2 | -1 | 0 | -1 | 0 | 2 | -5 | -10 | 2
PHOSPHO1 block | -12 | 30 | 0 | 24 | 20 | x | x | 1 | 31 | -34
p-CIP stab down | -21 | -3 | 2 | -3 | -3 | x | x | 12 | 2 | 0
CHRM4 PAM | 1 | -4 | 7 | -5 | 12 | -3 | 5 | -12 | 16 | 6
MEKK3 PB1 HTS | 94 | 105 | 104 | 105 | x | x | 99 | 99 | 97 | 97

11: O=S(=O)(c1ccccc1)N1CCN=C1SCc1ccccc1
12: COc1cccc(NC(=O)CN(C)C(=O)c2cccc(NS(=O)(=O)c3ccccc3)c2)c1
13: Cc1ccc(C(=O)Nc2cc(Cl)ccc2N2CCCCC2)s1
14: Cc1cccc(C(=O)NC(=S)Nc2c(C)n(C)n(-c3ccccc3)c2=O)c1
15: CCOc1ccc(-c2nnc(SCC(=O)O)n2Cc2ccccc2)cc1
16: CCOc1ccccc1CN1CCN(Cc2c[nH]c3ccccc23)CC1CCO (stereo unspecified)
17: Cc1ccc2nc(N(CCN(C)C)C(=O)c3ccc4ccccc4c3)sc2c1
18: COc1ccc(N2CCCC2=N)c(OC)c1
19: CN(C)CCCNc1ncnc2sc(-c3ccccc3)cc12
20: CC(=O)N1CCN(Cc2nc3cc(NC(=O)c4ccccc4C)ccc3n2C)CC1

Compound | 11 | 12 | 13 | 14 | 15 | 16 | 17 | 18 | 19 | 20
CRFBP-R2 agonist | -3.4 | -0.7 | 4.3 | -0.2 | -0.1 | 4.6 | 4.2 | -0.6 | -0.8 | 2.9
IDE inh | -1 | -5 | 4 | 2 | 1 | x | -3 | 0 | 7 | -6
GalR3 antag | -3 | -6 | -2 | -8 | -8 | -11 | x | -6 | -8 | 1
CRFR2-BP antag | 31 | 0 | -17 | -8 | -24 | -12 | -13 | 9 | 12 | 2
IDE act | 1 | 4 | 2 | 0 | 1 | 3 | 4 | 3 | 5 | -1
PHOSPHO1 block | 11 | x | 0 | x | 14 | x | 18 | 28 | 50 | 16
p-CIP stab down | 2 | x | -5 | x | -6 | -2 | 3 | -2 | -3 | 2
CHRM4 PAM | -5 | -5 | 0 | -2 | -2 | -4 | 8 | -9 | -5 | 2
MEKK3 PB1 HTS | 92 | x | 100 | 108 | 103 | 113 | 105 | 98 | 106 | 101

21: Cc1cc(O)ccc1N/C=C1\CCCC1=O
22: Cc1cc(NC(=O)CSCC(=O)OC(C)C(=O)N(C)Cc2ccccc2)no1 (stereo unspecified)
23: COc1ccc(OCC(=O)N2CCN(C(=O)COc3ccc(Br)cc3)CC2)cc1
24: CC(C)c1ccc(-c2c(NCCc3ccccc3)c(=O)c2=O)cc1
25: CCOc1ncc(S(=O)(=O)N2CCN(CC)CC2)cc1C(=O)O
26: O=C(NCc1ccco1)c1cc([N+](=O)[O-])ccc1N1CCOCC1
27: CCOc1ccccc1NC(=O)c1ccc2[nH]c(C)c(C)c2c1

Compound | 21 | 22 | 23 | 24 | 25 | 26 | 27
CRFBP-R2 agonist | -0.3 | -1.6 | 2.0 | -1.0 | 1.6 | 0.8 | -1.5
IDE inh | 1 | -7 | -5 | 1 | 2 | 1 | 8
GalR3 antag | -1 | -3 | -5 | 6 | -2 | -3 | -11
CRFR2-BP antag | -13 | 13 | 9 | 3 | 8 | -6 | -3
IDE act | 1 | 2 | -4 | 3 | 3 | -4 | -1
PHOSPHO1 block | 7 | x | 21 | 27 | 38 | 27 | 8
p-CIP stab down | 3 | x | -3 | -9 | -7 | -2 | -16
CHRM4 PAM | -1 | -3 | 0 | -6 | 3 | 2 | 1
MEKK3 PB1 HTS | 98 | x | 98 | 98 | 106 | 100 | 103

# Some of the entries above, reformatted:
23) COc1ccc(OCC(=O)N2CCN(C(=O)COc3ccc(Br)cc3)CC2)cc1
  CRFBP-R2 agonist: 2.0
  IDE inh: -5
  GalR3 antag: -5
  CRFR2-BP antag: 9
  IDE act: -4
  PHOSPHO1 block: 21
  p-CIP stab down: -3
  CHRM4 PAM: 0
  MEKK3 PB1 HTS: 98
24) CC(C)c1ccc(-c2c(NCCc3ccccc3)c(=O)c2=O)cc1
  CRFBP-R2 agonist: -1.0
  IDE inh: 1
  GalR3 antag: 6
  CRFR2-BP antag: 3
  IDE act: 3
  PHOSPHO1 block: 27
  p-CIP stab down: -9
  CHRM4 PAM: -6
  MEKK3 PB1 HTS: 98
25) CCOc1ncc(S(=O)(=O)N2CCN(CC)CC2)cc1C(=O)O
  CRFBP-R2 agonist: 1.6
  IDE inh: 2
  GalR3 antag: -2
  CRFR2-BP antag: 8
  IDE act: 3
  PHOSPHO1 block: 38
  p-CIP stab down: -7
  CHRM4 PAM: 3
  MEKK3 PB1 HTS: 106
26) O=C(NCc1ccco1)c1cc([N+](=O)[O-])ccc1N1CCOCC1
  CRFBP-R2 agonist: 0.8
  IDE inh: 1
  GalR3 antag: -3
  CRFR2-BP antag: -6
  IDE act: -4
  PHOSPHO1 block: 27
  p-CIP stab down: -2
  CHRM4 PAM: 2
  MEKK3 PB1 HTS: 100
